HepG2 viability – counter-screen for TGF-b inhibitors: cytotoxicity in HepG2 cells | HepG2 CAGA-GFP viability, ATP luminescence, 18 h | Potency, µM (titrated, usually from 46.1 µM), inactives show at the top dose activity change, negative = cytotoxicity, hits mostly cytotoxic | 410,000 compounds, 0.76% hits | AID 588856; further: some results filed as inactive show a strong effect at the top dose
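HepG2 CAGA-GFP cells (1000/well, DMEM with 1% FBS) received compound, then TGF-beta at 500 pg/mL final, and were incubated 18 hours at 37 degrees C. Viability was read by CellTiter-Glo luminescence. Media-only wells were set as complete cell-killing and DMSO as no toxicity.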
Nrf2 activator – Nrf2 pathway activation | AREc32 ARE-luciferase reporter (MCF7-derived line), luminescence, 24 h | Potency, µM (highest dose often 46.1 µM), without a hit: at the highest dose activation, usual class: activators | 410,000 compounds, 0.31% hits; further: % of control where 0% means no effect; nearly all actives have a fitted effect of over 65% in size
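Each well held 1000 AREc32 cells, which were incubated with compound for 24 hr at 37 deg C after overnight attachment, and ARE reporter activity was quantified by firefly luciferase luminescence.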
ATXN viability – reduces viability in counter-screen for ATXN expression inhibitors; 400,000 compounds, 0.49% hits; S2 cells (HEK-293 line with an ATXN2-luciferase reporter) viability, CellTiter-Fluor protease fluorescence, 24 h; Potency, µM (series often up to 56.7 µM), usual class: cytotoxic; AID 651635; further: nearly all actives have a fitted effect of over 40% in size
TGFb SMAD3 inh – blocks TGF-b signaling; Potency, µM (doses to about 46.1 µM), for the others: at the highest dose activity, negative = inhibition, actives largely listed as inhibitors; HepG2 CAGA-GFP TGF-b/SMAD3 reporter, GFP fluorescence, 18 h; TGF-beta stimulated, 500 pg/mL final; AID 588855; 410,000 compounds, 1.2% hits; further: on the % scale 0 is the no-effect control and ±100 the full control effect; nearly all actives have a fitted effect of over 65% in size
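GFP signal (ex488/em500-530) from TGF-beta-stimulated HEPG2 CAGA-GFP cells, 500 pg/mL final, 18 h at 37 degrees C in DMEM plus 1% FBS, normalized to unstimulated and DMSO-stimulated controls.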
Nrf2 inh – blocks Nrf2 signaling; A549 ARE-Fluc reporter, luciferase luminescence, 18-24 h; AID 504444; Potency, µM (series often up to 46 µM), for inactives: top-dose activity change, negative = inhibition, usual class: inhibitors; 360,000 compounds, 2.1% hits; further: on the % scale 0 is the no-effect control and ±100 the full control effect; nearly all actives have a fitted effect of over 60% in size
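Quantitative HTS in A549 cells stably bearing an antioxidant response element-firefly luciferase construct. Inhibition of Nrf2-driven transcription was scored by luminescence after 18-24 h of compound exposure at 37 °C.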
EPAC2 antagonist – EPAC2 (human) antagonism. AID 720708. Potency, µM (series often up to 114 µM), for the others: at the highest dose activity, negative = inhibition, most hits filed as inhibitors. Q8WZA2. 360,000 compounds, 0.18% hits. EPAC2 GEF exchange of Rap1B-BODIPY-GDP, fluorescence; further: on the % scale 0 is the no-effect control and ±100 the full control effect; nearly all actives have a fitted effect of over 45% in size; many of its hits are not listed in these tables
Target sequence (Q8WZA2 whole entry, looked up): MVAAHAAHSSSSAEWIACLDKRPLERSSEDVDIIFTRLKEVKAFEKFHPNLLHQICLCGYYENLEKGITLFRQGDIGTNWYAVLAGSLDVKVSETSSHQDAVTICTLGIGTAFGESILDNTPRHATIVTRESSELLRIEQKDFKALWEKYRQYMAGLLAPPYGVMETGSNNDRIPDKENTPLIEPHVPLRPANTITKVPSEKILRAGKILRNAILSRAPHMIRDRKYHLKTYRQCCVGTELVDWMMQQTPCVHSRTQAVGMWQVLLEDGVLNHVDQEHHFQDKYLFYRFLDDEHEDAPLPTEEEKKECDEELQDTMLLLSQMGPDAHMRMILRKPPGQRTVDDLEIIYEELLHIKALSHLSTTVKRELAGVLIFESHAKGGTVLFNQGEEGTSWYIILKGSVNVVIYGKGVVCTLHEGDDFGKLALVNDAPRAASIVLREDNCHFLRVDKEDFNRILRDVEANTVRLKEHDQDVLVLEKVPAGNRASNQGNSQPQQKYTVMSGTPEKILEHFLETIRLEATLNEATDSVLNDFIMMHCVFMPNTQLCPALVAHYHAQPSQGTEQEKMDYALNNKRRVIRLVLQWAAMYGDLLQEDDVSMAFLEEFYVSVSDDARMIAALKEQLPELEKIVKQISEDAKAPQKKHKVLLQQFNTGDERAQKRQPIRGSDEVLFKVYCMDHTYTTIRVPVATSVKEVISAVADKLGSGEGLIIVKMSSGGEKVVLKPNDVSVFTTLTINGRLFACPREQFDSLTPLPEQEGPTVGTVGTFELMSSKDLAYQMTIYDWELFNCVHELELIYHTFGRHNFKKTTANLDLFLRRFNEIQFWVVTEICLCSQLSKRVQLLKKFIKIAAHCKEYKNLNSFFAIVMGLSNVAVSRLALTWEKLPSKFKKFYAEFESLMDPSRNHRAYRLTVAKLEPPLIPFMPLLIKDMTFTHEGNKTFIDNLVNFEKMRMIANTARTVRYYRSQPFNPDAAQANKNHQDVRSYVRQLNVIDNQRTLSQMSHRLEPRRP
ATXN2 expr inh – ATXN2 expression inhibition; 360,000 compounds, 0.72% hits; HEK-293 ATXN2-luciferase reporter, luminescence, 24 h; Potency, µM (top dose mostly 57 µM), for inactives: at the highest dose activity change, negative = inhibition, usual class: inhibitors; AID 1745845; further: on the % scale 0 is the no-effect control and ±100 the full control effect; nearly all actives have a fitted effect of over 55% in size
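ATXN2-luciferase reporter cells (luciferase flanked by upstream and downstream ATXN2 gene portions) were treated 24 h at 37 °C with compounds at up to 57 uM. SteadyGlo luminescence gave expression; GF-AFC fluorescence gave viability.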
A549 tox – kills or reduces viability of A549 cells in Nrf2 counter-screen; A549 ARE-Fluc cells, CellTiter-Fluor viability, 18-24 h; Potency, µM (titrated, usually from 46 µM), without a hit: top-dose activity change, negative = cytotoxicity, most hits filed as inhibitors; 390,000 compounds, 0.16% hits; AID 504648; further: on the % scale 0 is the no-effect control and ±100 the full control effect
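Cytotoxicity counterscreen: CellTiter-Fluor fluorescence was measured in A549 ARE_Fluc cells after 18-24 h of compound exposure in a concentration series. The subsequent BugLite luminescent read reports ARE-luciferase activity.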
MCF10A rereplic – inducers of DNA re-replication in MCF 10A breast cells. MCF 10A DNA re-replication, Hoechst nuclear intensity, 48 h. Potency, µM (doses to about 46.1 µM), for inactives: at the top dose activity, positive = re-replication, actives largely listed as activators. 350,000 compounds, 2.9% hits; further: % of control where 0% means no effect; nearly all actives have a fitted effect of over 50% in size
* hit, by the source's call; i = inactive; ? = inconclusive; . = no result given; & = joins results of further samples; [ ] = remark or other dose. The call rests on the fitted dose curve; in most records, active means well fitted curve in the direction sought with a large enough effect; inconclusive means small, poorly fitted or top-dose-only effect, or another doubt; inactive means no such curve, though single readings can be large; an effect the other way counts as inactive or inconclusive. Potency means the concentration at half of the fitted maximal effect.

The opening 10 compounds as a preview:
Keys: A = HepG2 viability; B = Nrf2 activator; C = ATXN viability; D = TGFb SMAD3 inh; E = Nrf2 inh; F = EPAC2 antagonist; G = ATXN2 expr inh; H = A549 tox; I = MCF10A rereplic
SMILES: CCCCn1c(O)c(C(C)=NC(Cc2c[nH]c3ccccc23)C(=O)OC)c(=O)[nH]c1=O (centres undefined)
  A: -29%	B: -0.5%	C: i	D: 0%	E: 14%	F: -2%	G: -6%	H: 0%	I: -1%

SMILES: C[C@]12CC[C@H](O)C[C@@H]1CC[C@@H]1[C@@H]2CC[C@]2(C)[C@@H](C(=O)O)C[C@@H]12
  A: -4%	B: 2.8%	C: i	D: -14%	E: 8%	F: 11%	G: 10%	H: -9%	I: 7%

SMILES: C[C@@H]1CN([C@@H](C)CO)C(=O)CCCn2nncc2CO[C@H]1CN(C)C(=O)Oc1cccc2ccccc12
  A: -30%	B: 0.7%	C: i	D: -2%	E: .	F: 2%	G: -4%	H: .	I: .

SMILES: NNC(=O)c1nc[nH]c1C(=O)Nc1ccc(Cl)cc1C(=O)c1ccccc1
  A: 21%	B: 0.3%	C: i	D: 3%	E: 19%	F: 5%	G: -10%	H: 13%	I: -3%

SMILES: CC(Cc1ccccc1)N1C(=O)c2ccccc2C1=O (centres undefined)
  A: -1%	B: 4.5%	C: i	D: -3%	E: -8%	F: ?	G: 14%	H: 1%	I: 3%

SMILES: Clc1cc(Cl)c(-c2cc(Cl)c(Cl)cc2Cl)cc1Cl
  A: 0%	B: 0.3%	C: i	D: 2%	E: 24%	F: 4µM*	G: -1%	H: -2%	I: 15%

SMILES: CCCCn1c(O)c(/C=N/NC(=O)c2ccncc2)c(=O)[nH]c1=S
  A: 5%	B: 0.2%	C: .	D: 3%	E: 2%	F: 5%	G: -4%	H: -4%	I: 0%

SMILES: Cc1nc2cc([N+](=O)[O-])ccc2c(=O)n1-c1cccc(Br)c1
  A: -11%	B: 0.0%	C: i	D: 4%	E: -4%	F: -2%	G: -17%	H: 0%	I: 0%

SMILES: CCCCOc1ccc(CN2CCN(CCO)CC2)cc1
  A: -28%	B: 0.2%	C: i	D: -12%	E: ?	F: -1%	G: 6%	H: -6%	I: 26%

SMILES: C/C=C1\NC(=O)[C@H](C)NC(=O)[C@@H](NC(=O)[C@H](Cc2ccc(O)cc2)NC(=O)[C@@H](NC(=O)/C(C)=C/C)C(C)C)[C@@H](C)OC(=O)[C@H](CCCc2ccc(O)cc2)NC(=O)[C@@H](CCC(=O)O)NC1=O
  A: -17%	B: -0.3%	C: i	D: 2%	E: .	F: 5%	G: 9%	H: .	I: .

This part in full (from the top)
Keys: A = HepG2 viability; B = Nrf2 activator; C = ATXN viability; D = TGFb SMAD3 inh; E = Nrf2 inh; F = EPAC2 antagonist; G = ATXN2 expr inh; H = A549 tox; I = MCF10A rereplic
SMILES: CCCCn1c(O)c(C(C)=NC(Cc2c[nH]c3ccccc23)C(=O)OC)c(=O)[nH]c1=O (centres undefined)
  A: -29%	B: -0.5%	C: i	D: 0%	E: 14%	F: -2%	G: -6%	H: 0%	I: -1%

SMILES: C[C@]12CC[C@H](O)C[C@@H]1CC[C@@H]1[C@@H]2CC[C@]2(C)[C@@H](C(=O)O)C[C@@H]12
  A: -4%	B: 2.8%	C: i	D: -14%	E: 8%	F: 11%	G: 10%	H: -9%	I: 7%

SMILES: C[C@@H]1CN([C@@H](C)CO)C(=O)CCCn2nncc2CO[C@H]1CN(C)C(=O)Oc1cccc2ccccc12
  A: -30%	B: 0.7%	C: i	D: -2%	E: .	F: 2%	G: -4%	H: .	I: .

SMILES: NNC(=O)c1nc[nH]c1C(=O)Nc1ccc(Cl)cc1C(=O)c1ccccc1
  A: 21%	B: 0.3%	C: i	D: 3%	E: 19%	F: 5%	G: -10%	H: 13%	I: -3%

SMILES: CC(Cc1ccccc1)N1C(=O)c2ccccc2C1=O (centres undefined)
  A: -1%	B: 4.5%	C: i	D: -3%	E: -8%	F: ?	G: 14%	H: 1%	I: 3%

SMILES: Clc1cc(Cl)c(-c2cc(Cl)c(Cl)cc2Cl)cc1Cl
  A: 0%	B: 0.3%	C: i	D: 2%	E: 24%	F: 4µM*	G: -1%	H: -2%	I: 15%

SMILES: CCCCn1c(O)c(/C=N/NC(=O)c2ccncc2)c(=O)[nH]c1=S
  A: 5%	B: 0.2%	C: .	D: 3%	E: 2%	F: 5%	G: -4%	H: -4%	I: 0%

SMILES: Cc1nc2cc([N+](=O)[O-])ccc2c(=O)n1-c1cccc(Br)c1
  A: -11%	B: 0.0%	C: i	D: 4%	E: -4%	F: -2%	G: -17%	H: 0%	I: 0%

SMILES: CCCCOc1ccc(CN2CCN(CCO)CC2)cc1
  A: -28%	B: 0.2%	C: i	D: -12%	E: ?	F: -1%	G: 6%	H: -6%	I: 26%

SMILES: C/C=C1\NC(=O)[C@H](C)NC(=O)[C@@H](NC(=O)[C@H](Cc2ccc(O)cc2)NC(=O)[C@@H](NC(=O)/C(C)=C/C)C(C)C)[C@@H](C)OC(=O)[C@H](CCCc2ccc(O)cc2)NC(=O)[C@@H](CCC(=O)O)NC1=O
  A: -17%	B: -0.3%	C: i	D: 2%	E: .	F: 5%	G: 9%	H: .	I: .

SMILES: CSCCC(c1nnnn1-c1c(C)cccc1C)N1CCC2(CC1)C(=O)NCN2c1ccccc1 (centres undefined)
  A: -43%	B: 0.0%	C: ?	D: 11µM*	E: .	F: -3%	G: ?	H: .	I: .

SMILES: COc1ccc(CN2CCNCC2)c(OC)c1OC
  A: 8%&-6%	B: 0.3%&-0.3%	C: ?	D: 2%&-2%	E: -17%&-4%	F: 10%&6%	G: -6%&-17%&6%	H: -14%&0%	I: 0%

SMILES: N#Cc1ccc(/C=C/C(=O)O)cc1
  A: -4%	B: -0.2%	C: i	D: -6%	E: -4%	F: 6%	G: .	H: -5%	I: 14%

SMILES: Cc1nn(Cc2ccccc2)c(C)c1C(=O)NC1CCCc2ccccc21 (centres undefined)
  A: 8%	B: -0.5%	C: i	D: -8%	E: -16%	F: -3%	G: -3%	H: 7%	I: 2%

SMILES: CCc1cc(=O)oc2cc(OC(=O)c3ccco3)ccc12
  A: -1%	B: -0.6%	C: i	D: 5%	E: 10%	F: 3%	G: -10%	H: 4%	I: -40%[inhibitor]

The list continues:
SMILES	HepG2 viability	Nrf2 activator	ATXN viability	TGFb SMAD3 inh	Nrf2 inh	EPAC2 antagonist	ATXN2 expr inh	A549 tox	MCF10A rereplic
CN(C)C(CNC(=O)Cc1c(Cl)cccc1Cl)c1ccccc1 (centres undefined)	-3%	0.3%	i	-2%	-6%	-2%	1%	-6%	1%
CC(=NCC1CCCO1)c1c(O)n(C)c(=O)n(C)c1=O (centres undefined)	-16%	-0.4%	i	-30%	-7%	9%	0%	-3%	-2%
c1ccc(-c2ccncc2)cc1	-27%	-1.2%	i	-23%	6%	1%	4%	2%	6%
O=[N+]([O-])c1ccc(NC2CCCC2)c2ccncc12	-7%	2.9%	i	1%	?	1%	-6%	-17%	-7%
Cc1cccc(-n2c(/C=C/c3c(C)[nH]c4ccccc34)nc3ccccc3c2=O)c1	-43%	-0.8%	i	3%	?	.	-2%	-13%	.
CC12CN3CC(C)(CN(C1)C31CCSCC1)C2=O	4%	0.4%	i	?	5%	6%	6%	-6%	1%
C[C@]12CC[C@@H](O)CC1=CCC1C2CC[C@@]2(C)C1CC[C@@H]2O (some centres undefined)	-3%	-1.6%	i	2%	.	-2%	.	.	.
O=C1NC(=O)N(CCC2=CCCCC2)C(=O)/C1=C\c1cccs1	8%	-0.1%	i	1%	22%	-7%	-25%	-1%	?
Nc1c(C(=O)Nc2cccc(Br)c2)sc2nc3c(cc12)N1CCC3CC1	-13%	3.3%	i	-5%	?	.	?	-16%	.
CN1CCN(c2nc3ccccn3c(=O)c2C=C2C(=O)N(C)C(=O)N(C)C2=O)CC1	-3%	0.8%	i	-5%	-9%	-2%	1%	12%	-8%
CN(C)C(=O)Oc1c(Cl)cc(Cl)c2cccnc12	4%	-0.4%	i	1%	-9%	5%	5%	2%	-11%
CCN(CC)C(=O)Oc1ccc2ccccc2c1Cl	5%	3.6%	i	-3%	?	?	125%[activator]	0%	13%

An excerpt of these results, with values under each structure.
Every second line gives: HepG2 viability	Nrf2 activator	ATXN viability	TGFb SMAD3 inh	Nrf2 inh	EPAC2 antagonist	ATXN2 expr inh	A549 tox	MCF10A rereplic
> C[C@]12CC[C@@H](O)CC1=CCC1C2CC[C@@]2(C)C1CC[C@@H]2O (some centres undefined)
→ -3%	-1.6%	i	2%	.	-2%	.	.	.
> CN(C)C(CNC(=O)Cc1c(Cl)cccc1Cl)c1ccccc1 (centres undefined)
→ -3%	0.3%	i	-2%	-6%	-2%	1%	-6%	1%

High-throughput results: PubChem, National Center for Advancing Translational Sciences (NCATS)

Only part of the results is shown (hit frequency here may not be typical).
